# TcdB GH inh: TcdB glycohydrolase inhibitors, primary screen, biochemical, single point, plate reader. Toxin B (Clostridioides difficile), P18177. TcdB glycohydrolase enzymatic assay. inhibition, % at 9.99 µM. hit rate 0.24% among 350,000. AID 652162, 2013; in the data active means inhibition above about 10%
# Numbers without * were called inactive.
SMILES,TcdB GH inh
C[C@H](CO)N1C[C@H](C)[C@H](CN(C)S(=O)(=O)c2cn(C)cn2)Oc2ccc(NC(=O)NC3CCCCC3)cc2C1=O,0.0
CC(=O)N1[C@H](CO)[C@H](c2ccc(-c3ccccc3F)cc2)[C@@H]1CNC(C)C,0.5
CO[C@H](CN(C)S(=O)(=O)c1cn(C)cn1)[C@H](C)CN(C(=O)Nc1ccc(C(F)(F)F)cc1)[C@@H](C)CO,-0.4
CO[C@H]1CN(C)C(=O)c2cc(NC(=O)C3CCCC3)ccc2OC[C@H](C)NC[C@@H]1C,-0.8
C[C@H](CO)N1C[C@H](C)[C@H](CN(C)C(=O)c2ccc(F)cc2)Oc2ncc(/C=C/c3ccccc3)cc2C1=O,0.2
COc1cccc(S(=O)(=O)N[C@@H]2CC[C@@H](CC(=O)NCc3ccccc3)O[C@H]2CO)c1,0.6
COc1ccc2c3c(n(C)c2c1)[C@@H](CO)N(C(=O)c1cccnc1)CC31CN(S(C)(=O)=O)C1,1.5
COc1ccc(-c2ccc([C@@H]3[C@H](CO)N4C(=O)CN(C(=O)c5cccnc5)C[C@@H]34)cc2)cc1,0.2
CCN1[C@@H]2c3ccc(C4=CCCC4)c(=O)n3C[C@@H]2[C@@H](CO)[C@@H]1C(=O)N(C)C,-0.4
N#C[C@H]1[C@@H](c2ccccc2-c2ccc(F)cc2)[C@@H](CO)N1C(=O)NC1CCCCC1,-0.2
O=C(NC1CCCC1)N1CCCCN2[C@H](CO)[C@@H](c3ccc(-c4ccccc4)cc3)[C@H]2C1,-0.9
C[C@@H]1CCCCO[C@@H](CN(C)CC2CC2)[C@@H](C)CN([C@H](C)CO)C(=O)c2cc(NC(=O)CCC(F)(F)F)ccc2O1,0.5
CCCN1C[C@@H](C)[C@@H](OC)CN(C)C(=O)c2cc(NS(=O)(=O)c3cn(C)cn3)ccc2OC[C@@H]1C,0.6
O=C(C[C@H]1CC[C@H]2[C@@H](COC[C@H](O)CN2Cc2ccc(F)cc2)O1)NCc1ccccc1Cl,0.3
C[C@H]1CN([C@@H](C)CO)C(=O)Cc2cc(NC(=O)Nc3cccc4ccccc34)ccc2O[C@H]1CN(C)CC1CC1,0.0

# The final 2 entries of the part before lead into the next.
SMILES,TcdB GH inh
O=C(C[C@H]1CC[C@H]2[C@@H](COC[C@H](O)CN2Cc2ccc(F)cc2)O1)NCc1ccccc1Cl,0.3
C[C@H]1CN([C@@H](C)CO)C(=O)Cc2cc(NC(=O)Nc3cccc4ccccc34)ccc2O[C@H]1CN(C)CC1CC1,0.0
CO[C@H](CN(C)C(=O)c1ccc2c(c1)OCO2)[C@@H](C)CN([C@H](C)CO)S(=O)(=O)c1ccc(Cl)cc1,-0.1
C[C@H](CO)N1C[C@H](C)[C@H](CN(C)S(=O)(=O)c2cccs2)Oc2ccc(NS(=O)(=O)c3ccccc3)cc2C1=O,-1.1
COc1ccc(CN(C)C[C@H]2Oc3ccc(NS(=O)(=O)c4ccc(F)cc4)cc3CC(=O)N([C@@H](C)CO)C[C@@H]2C)cc1,-0.9
CCCN1[C@@H]2c3ccc(C4=CCCCC4)c(=O)n3C[C@H]1[C@H](CO)[C@H]2C(=O)N1CCOCC1,-0.8
COc1ccccc1CN1[C@@H]2c3cccc(=O)n3C[C@@H]2[C@@H](CO)[C@@H]1C(=O)NCCc1ccncc1,-0.3
CCNC(=O)[C@H]1[C@H](CO)[C@H]2Cn3c(cccc3=O)[C@H]2N1Cc1ccccc1Cl,-0.5
CCCc1nc2ccccc2n1C(C)C(=O)NC(C)(C)C (configuration not stated),0.1
COc1ccc(CN(C)C[C@H]2OCCCC[C@H](C)Oc3ccc(NS(=O)(=O)c4cn(C)cn4)cc3C(=O)N([C@@H](C)CO)C[C@H]2C)cc1,0.4
COc1ccccc1CN(C)C[C@@H]1OCc2cn(nn2)CCCC(=O)N([C@@H](C)CO)C[C@@H]1C,-2.8
CC(C)NC(=O)N(C)C[C@H]1Oc2ncc(C#Cc3ccccc3F)cc2C(=O)N([C@H](C)CO)C[C@H]1C,-0.3
COc1ccccc1-c1cnc2c(c1)C(=O)N([C@H](C)CO)C[C@@H](C)[C@@H](CN(C)C)O2,0.8
CO[C@@H](CN(C)C(=O)c1ccccc1F)[C@@H](C)CN([C@@H](C)CO)S(=O)(=O)c1ccccc1,-1.3
CN(C)Cc1cn(CC[C@@H]2CC[C@@H](NC(=O)Cc3cccnc3)[C@@H](CO)O2)nn1,1.9
Cc1noc(C)c1S(=O)(=O)Nc1ccc2c(c1)C(=O)N([C@H](C)CO)C[C@H](C)[C@@H](CN(C)C(=O)Nc1ccc(C(F)(F)F)cc1)OCCCC[C@@H](C)O2,-0.2
COCC(=O)Nc1ccc2c(c1)[C@H]1C[C@@H](CC(=O)NCc3ccccc3)O[C@@H](CO)[C@H]1O2,0.3

# Reprinted from the part before: seven compounds; new compounds follow.
SMILES,TcdB GH inh
COc1ccccc1CN(C)C[C@@H]1OCc2cn(nn2)CCCC(=O)N([C@@H](C)CO)C[C@@H]1C,-2.8
CC(C)NC(=O)N(C)C[C@H]1Oc2ncc(C#Cc3ccccc3F)cc2C(=O)N([C@H](C)CO)C[C@H]1C,-0.3
COc1ccccc1-c1cnc2c(c1)C(=O)N([C@H](C)CO)C[C@@H](C)[C@@H](CN(C)C)O2,0.8
CO[C@@H](CN(C)C(=O)c1ccccc1F)[C@@H](C)CN([C@@H](C)CO)S(=O)(=O)c1ccccc1,-1.3
CN(C)Cc1cn(CC[C@@H]2CC[C@@H](NC(=O)Cc3cccnc3)[C@@H](CO)O2)nn1,1.9
Cc1noc(C)c1S(=O)(=O)Nc1ccc2c(c1)C(=O)N([C@H](C)CO)C[C@H](C)[C@@H](CN(C)C(=O)Nc1ccc(C(F)(F)F)cc1)OCCCC[C@@H](C)O2,-0.2
COCC(=O)Nc1ccc2c(c1)[C@H]1C[C@@H](CC(=O)NCc3ccccc3)O[C@@H](CO)[C@H]1O2,0.3
CO[C@H]1CN(C)C(=O)c2cc(NC(=O)C3CC3)ccc2OC[C@H](C)NC[C@@H]1C,0.4
CS(=O)(=O)N1CC2(C1)[C@H](c1ccccc1)[C@H](CO)N2Cc1ccccn1,-1.5
C[C@@H]1CN([C@@H](C)CO)C(=O)c2cc(NC(=O)Cn3cnnn3)ccc2O[C@H]1CN(C)S(=O)(=O)c1ccccc1,-0.4
O=C(Cc1ccccn1)NCC[C@H]1CC[C@@H](NC(=O)Nc2ccc(F)cc2)[C@@H](CO)O1,-0.5
CSCCC(C(=O)NC(C)(C)C)n1c(-c2ccc(C)cc2)nc2ccccc21 (configuration not stated),0.4
CNC[C@@H]1Oc2ccc(NC(=O)NC(C)C)cc2C(=O)N([C@H](C)CO)C[C@H]1C,1.6
CN(C)CC(=O)N1[C@H](CO)[C@@H](c2ccccc2)C12CN(C(=O)c1cccc(F)c1)C2,-0.6
Cc1ccc(S(=O)(=O)N2CC[C@H]3[C@H](CO)Nc4ccc(-c5cccc(C(=O)N(C)C)c5)cc4[C@H]32)cc1,1.1
O=C(C[C@@H]1CC[C@H](NC(=O)C2CC2)[C@@H](CO)O1)NCCCN1CCOCC1,-0.3
O=C(c1ccccn1)N1C[C@H]2[C@@H](c3ccccc31)[C@H](CO)N2C(=O)C1CCCC1,0.9
C[C@H](CO)N1C[C@H](C)[C@@H](CN(C)Cc2ccc(C(F)(F)F)cc2)OCCCC[C@H](C)Oc2ccc(NC(=O)c3ccccc3)cc2C1=O,0.4
O=C1O[C@H](c2ccccc2)[C@H](c2ccccc2)N2[C@H]1[C@@H](C(=O)O)[C@]1(C(=O)Nc3ccccc31)[C@H]2c1ccc(O)cc1,-0.7
O=C(C[C@@H]1CC[C@H]2[C@@H](COC[C@@H](O)CN2C(=O)c2ccccc2)O1)NC1Cc2ccccc2C1,0.6
CC(=O)N1CC[C@@H]2[C@@H](CO)N(C)c3ccc(-c4cccc(F)c4)cc3[C@@H]21,7.2
O=C(Cc1ccncc1)Nc1ccc2c(c1)[C@@H]1C[C@@H](CC(=O)NC3CCCCC3)O[C@H](CO)[C@@H]1O2,-0.1
C[C@@H]1CN([C@H](C)CO)C(=O)c2ccccc2-c2ccccc2CO[C@@H]1CN(C)C(=O)Nc1ccccc1,0.8
Cc1cc(C(=O)Nc2cccc3c2O[C@@H](CN(C)C(=O)Nc2ccc(F)cc2)[C@H](C)CN([C@H](C)CO)C3=O)n(C)n1,-1.4
O=C(C[C@@H]1CC[C@H]2[C@@H](COC[C@@H](O)CN2C(=O)Nc2ccc(C(F)(F)F)cc2)O1)NCCc1ccncc1,0.3
COc1ccc(-c2ccc3c(c2)[C@@H]2[C@@H](CCN2C(=O)C2CCCC2)[C@H](CO)N3C)cc1,2.1
C[C@H](CO)N1C[C@H](C)[C@@H](CN(C)C(=O)c2ccccc2)Oc2cc(C3=CCCC3)ccc2S1(=O)=O,-0.3
COc1ccc(S(=O)(=O)N(C)C[C@@H]2Oc3ccc(NC(=O)NC4CCCCC4)cc3C(=O)N([C@@H](C)CO)C[C@H]2C)cc1,0.4
C[C@H](CO)N1C[C@H](C)[C@H](CN(C)S(C)(=O)=O)Oc2c(NS(=O)(=O)c3ccccc3)cccc2C1=O,0.4
O=C(Nc1ccccc1F)N[C@H]1CC[C@@H](CC(=O)N2CCCCC2)O[C@@H]1CO,1.1
O=C(Nc1ccc(C(F)(F)F)cc1)N[C@H]1CC[C@@H](CCNC(=O)c2ccccc2F)O[C@@H]1CO,1.9
CO[C@H]1CN(C)C(=O)c2cc(NC(=O)NC3CCCCC3)ccc2OC[C@H](C)N(CC2CC2)C[C@@H]1C,0.2
Cc1noc(C)c1NC(=O)N(C)C[C@H]1Oc2ccc(NC(=O)NC(C)C)cc2C(=O)N([C@@H](C)CO)C[C@H]1C,-0.3
CC(=O)[C@@]12O[C@]3(COC[C@H](c4ccccc4)N3C1=O)[C@@H]1C(=O)N(c3ccccc3)C(=O)[C@@H]12,-0.8
COCC(=O)N1CC2(C1)[C@H](c1ccc(C3=CCCC3)cc1)[C@@H](CO)N2C(=O)COC,-0.4
COc1cccc(-c2ccc([C@H]3[C@@H](CO)N(C(=O)c4ccccn4)[C@H]3C#N)cc2)c1,0.5
O=C(C[C@@H]1C[C@H]2c3cc(NC(=O)C4CCOCC4)ccc3O[C@H]2[C@H](CO)O1)NCc1ccncc1,-0.6
C[C@@H]1CN([C@@H](C)CO)C(=O)c2c(c3ccccc3n2C)-c2ccccc2CO[C@@H]1CN(C)S(=O)(=O)CC(F)(F)F,-0.3
C[C@]12CCC3C4(C=CC5(C=C4C(=O)c4ccc(F)c(F)c4)C[C@@H](O)CC[C@]35C)C1CC[C@@]2(O)CN1CCC(C(N)=O)CC1 (some centres not stated),0.0
C[C@H](CO)N1C[C@H](C)[C@H](CN(C)S(C)(=O)=O)Oc2ccc(NC(=O)Nc3cccc4ccccc34)cc2C1=O,1.1
C[C@@H]1CN([C@H](C)CO)C(=O)c2cc(NC(=O)NC3CCCCC3)ccc2O[C@H]1CN(C)S(=O)(=O)c1ccc(Cl)cc1,-1.5
C[C@H]1CCCCO[C@H](CN(C)C)[C@@H](C)CN([C@@H](C)CO)C(=O)c2cc(NC(=O)CCC(F)(F)F)ccc2O1,-21.7
O=C(C[C@H]1CC[C@H]2[C@@H](COC[C@@H](O)CN2C(=O)C2CCCC2)O1)NCc1ccncc1,-2.2
COc1ccc(S(=O)(=O)Nc2ccc3c(c2)C(=O)N([C@H](C)CO)C[C@H](C)[C@@H](CN(C)Cc2ccc(Cl)c(Cl)c2)O3)cc1,0.3
CCC(=O)N1[C@H](CO)[C@@H]2c3ccccc3N(C(=O)c3cnccn3)C[C@@H]21,-0.1
CCCNC(=O)[C@H]1[C@H](CO)[C@H]2Cn3c(ccc(-c4ccc(OC)cc4)c3=O)[C@@H]1N2CC,0.6
O=C(NC1CCC1)[C@H]1[C@H](CO)[C@H]2Cn3c(ccc(-c4ccncc4)c3=O)[C@H]2N1CC1CC1,-0.3
C[C@H]1CN([C@@H](C)CO)C(=O)c2cccc(NS(=O)(=O)c3cccs3)c2O[C@@H]1CN(C)Cc1ccc(Cl)c(Cl)c1,-0.1
C[C@@H]1CN([C@H](C)CO)C(=O)c2cc(C#CC3(O)CCCC3)cnc2O[C@@H]1CN(C)C(=O)C1CCCCC1,1.1
COCCNC(=O)C[C@H]1CC[C@@H]2[C@H](COc3ccc(NC(=O)C4CCOCC4)cc3C(=O)N2C)O1,-4.7
COc1ccc(NC(=O)N(C)C[C@H]2Oc3ccc(NC(=O)Nc4cccc5ccccc45)cc3CC(=O)N([C@H](C)CO)C[C@@H]2C)cc1,-11.3
C[C@@H]1CCCCO[C@@H](CN(C)C(=O)Nc2ccccc2)[C@@H](C)CN([C@@H](C)CO)C(=O)c2cc(NC(=O)Cc3ccccc3)ccc2O1,-1.1
COc1ccc(S(=O)(=O)N(C)C[C@@H]2Oc3ccc(NC(=O)Nc4ccc5c(c4)OCO5)cc3C(=O)N([C@@H](C)CO)C[C@@H]2C)cc1,1.1
CCCN1[C@@H]2c3ccc(/C=C/c4ccccc4)c(=O)n3C[C@@H]2[C@@H](CO)[C@@H]1C(=O)N(C)C,0.7
C[C@@H]1CN([C@@H](C)CO)C(=O)Cc2cc(NC(=O)c3ccncc3)ccc2O[C@H]1CN(C)C,-0.1
O=C([C@@H]1[C@@H](CO)[C@@H]2Cn3c(cccc3=O)[C@H]1N2CC1CCCC1)N1CCc2ccccc2C1,-0.9
Cc1ccc(S(=O)(=O)Nc2ccc3c(c2)C(=O)N([C@@H](C)CO)C[C@H](C)[C@@H](CN(C)S(=O)(=O)c2c(C)noc2C)OCCCC[C@H](C)O3)cc1,1.0
C[C@@H]1CN([C@H](C)CO)C(=O)c2cc(NC(=O)C3CC3)ccc2O[C@H]1CN(C)S(=O)(=O)c1cn(C)cn1,-0.7
COC(=O)C1=C(C)N(Cc2ccc(Cl)cc2)C(=S)NC1c1ccccc1 (configuration not stated),0.2
C[C@@H]1CN([C@@H](C)CO)C(=O)c2cc(NS(=O)(=O)c3cccs3)ccc2O[C@@H]1CN(C)C,0.0
C[C@H](CO)N1C[C@H](C)[C@H](CN(C)C(=O)Nc2ccc(C(F)(F)F)cc2)Oc2c(cccc2N(C)C)C1=O,0.6

# Assay outcomes: PubChem, Broad Institute

# An excerpt; the hit share may differ from the screen's.
